From PubChem
TRHR PAM – qHTS for Small Molecule Agonists and Allosteric Enhancers of Human TRH Receptor: Primary Screen for Enhancers | Thyrotropin-releasing hormone receptor (Homo sapiens), P34981 | TRHR cells, fluo-8 calcium fluorescence, EC20 TRH enhancement | enhancement, % at 2 µM | 360,000 compounds, 0.66% hits | AID 493056, 2011; in the data active means enhancement above about 30%; further: 0% is about no effect
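TRHR-expressing cells loaded with fluo-8 calcium dye were read kinetically (ex 480/em 530) during compound addition, then stimulated with an EC20 of TRH (10 nM final). Enhancement of the Gq-mediated intracellular calcium response was scored.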
USP1 inh – Inhibitors of USP1/UAF1: Primary Screen | Ubiquitin carboxyl-terminal hydrolase 1 (Homo sapiens), O94782 | recombinant USP1/UAF1, Ub-Rhodamine cleavage fluorescence | Potency, µM (doses to about 57.1 µM), for the others: top-dose activity change, negative = inhibition, usual class: inhibitors | 390,000 compounds, 0.23% hits | AID 743255, 2014; further: potency means the concentration at half of the fitted maximal effect; on the % scale 0 is the no-effect control and ±100 the full control effect; nearly all actives have a fitted effect of over 60% in size; inactives centre near -12
Target sequence (O94782 whole entry, looked up): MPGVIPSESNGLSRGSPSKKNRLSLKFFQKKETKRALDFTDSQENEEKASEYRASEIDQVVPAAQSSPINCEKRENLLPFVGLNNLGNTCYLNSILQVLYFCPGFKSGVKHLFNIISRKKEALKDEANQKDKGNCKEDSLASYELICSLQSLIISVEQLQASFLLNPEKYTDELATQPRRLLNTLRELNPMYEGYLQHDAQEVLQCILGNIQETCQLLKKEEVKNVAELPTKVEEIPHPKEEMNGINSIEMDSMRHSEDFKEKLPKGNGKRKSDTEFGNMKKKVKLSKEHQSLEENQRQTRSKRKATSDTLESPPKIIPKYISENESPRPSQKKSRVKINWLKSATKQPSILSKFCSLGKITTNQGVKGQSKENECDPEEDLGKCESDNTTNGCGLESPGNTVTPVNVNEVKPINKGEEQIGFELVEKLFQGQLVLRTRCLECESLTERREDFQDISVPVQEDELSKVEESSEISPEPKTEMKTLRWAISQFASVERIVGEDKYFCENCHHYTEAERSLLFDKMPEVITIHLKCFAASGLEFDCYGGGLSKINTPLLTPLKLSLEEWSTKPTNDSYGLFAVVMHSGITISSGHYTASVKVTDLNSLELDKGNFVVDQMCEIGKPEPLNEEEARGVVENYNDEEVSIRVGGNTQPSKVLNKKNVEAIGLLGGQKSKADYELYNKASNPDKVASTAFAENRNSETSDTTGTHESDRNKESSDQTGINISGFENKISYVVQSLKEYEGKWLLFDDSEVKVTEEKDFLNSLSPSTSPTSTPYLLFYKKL
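In this screen, compounds sit with the deubiquitinase complex (1nM) for 15 min at room temperature before Ub-Rho is added at 150nM final. Fluorescence rise is then followed for 6 reads every 60 seconds.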
D2 antag – HTS Assay for Allosteric Antagonists of the Human D2 Dopamine Receptor: Primary Screen for Antagonists; 340,000 compounds, 2% hits; HEK293 TREx D2 cells, calcium flux, dopamine EC80; D(2) dopamine receptor (Homo sapiens), P14416; inhibition, % at 10 µM; in the data active means inhibition above about 30%; further: 0% is about no effect
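Cells plated overnight at 30 C with tetracycline; no-wash calcium dye, 30–90 min RT; 10 s baseline; compound pinned; 180 s read; EC80 dopamine added; another 180 s read.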
Pin1 inh – qHTS Assay to Find Inhibitors of Pin1; Potency, µM (series often up to 115 µM), without a hit: at the highest dose activity, negative = inhibition, actives largely listed as inhibitors; Peptidyl-prolyl cis-trans isomerase NIMA-interacting 1 (Homo sapiens), Q13526; Pin1 FP peptide displacement, HiFluor488, 10 min; 390,000 compounds, 0.009% hits; active means well fitted inhibition curve with a large enough effect in the polarisation, with a control signal flat, not every such curve was filed as active; inconclusive means small, poorly fitted or top-dose-only effect, or effect the other way, or a change in a side signal; inactive means no such curve, though single readings can be large or run the other way; the % refers to the polarisation; further: potency means the concentration at half of the fitted maximal effect; on the % scale 0 is the no-effect control and ±100 the full control effect
Target sequence (Q13526 whole entry, looked up): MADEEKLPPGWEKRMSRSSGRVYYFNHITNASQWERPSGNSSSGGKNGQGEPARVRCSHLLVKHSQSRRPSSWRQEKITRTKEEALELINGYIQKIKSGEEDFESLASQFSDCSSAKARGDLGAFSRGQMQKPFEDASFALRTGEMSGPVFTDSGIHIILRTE
TrxR1 substrate – qHTS Assay for Substrates of Mammalian Selenoprotein Thioredoxin Reductase 1 (TrxR1): qHTS. purified TrxR1 substrate turnover, NADPH consumption readout. Potency, µM (top dose mostly 114 µM), for inactives: top-dose activity change, negative = substrate turnover. 390,000 compounds, 0.01% hits; further: potency means the concentration at half of the fitted maximal effect; on the % scale 0 is the no-effect control and ±100 the full control effect; nearly all actives have a fitted effect of over 50% in size
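Rat TrxR1, dispensed at 90 nM, was prereduced with 400 uM NADPH (final) for 5 min at ~22 deg C, then incubated with compound 15 min before 400 uM selenite. A first-read NADPH fluorescence drop versus no-compound background flagged substrates.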
IDH1 R132H inh – qHTS for Inhibitors of mutant isocitrate dehydrogenase 1 (IDH1): qHTS; IDH1-R132H enzyme, NADPH consumption, diaphorase/resazurin fluorescence; Potency, µM (top dose mostly 76.6 µM), for inactives: at the top dose activity change, negative = inhibition, actives largely listed as inhibitors; 390,000 compounds, 0.093% hits; further: potency means the concentration at half of the fitted maximal effect; on the % scale 0 is the no-effect control and ±100 the full control effect; nearly all actives have a fitted effect of over 65% in size
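IDH1-R132H (0.5 ug/mL) preincubated 30 min with compound, then NADPH (0.016 mM) and alpha-KG (2 mM) added; 80 min at RT, pH 7.5. Remaining NADPH coupled via diaphorase/resazurin to fluorescence (540/590 nm); concentration-response curves normalized to no-enzyme control.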
TRHR ag – qHTS for Small Molecule Agonists and Allosteric Enhancers of Human TRH Receptor: Primary Screen for Agonists; Thyrotropin-releasing hormone receptor (Homo sapiens), P34981; TRHR cells, calcium flux fluo-8, FDSS agonist mode; activation, % at 2 µM; 360,000 compounds, 0.18% hits; in the data active means activation above about 30%; further: 0% is about no effect
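TRHR-expressing cells loaded with fluo-8 calcium dye; 23 nL library compound pin-transferred, kinetic FDSS fluorescence (Ex 480/Em 530) recorded about 180 s for agonist-induced calcium release, before a 10 nM TRH EC20 addition for potentiator mode.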
D2 agonist – HTS Assay for Allosteric Agonists of the Human D2 Dopamine Receptor: Primary Screen for Agonists; HEK293 T-REx D2 cells, calcium flux agonist mode; AID 485358, 2010; activation, % at 2 µM; 340,000 compounds, 0.53% hits; D(2) dopamine receptor (Homo sapiens), P14416;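 active means activation over 3 SD above normal in the single-dose calcium agonist read, cut at about 30% in these data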; further: 0% is about no effect
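Agonism is scored from calcium flux in a force-coupled, inducible HEK293 cell line expressing D2, read kinetically for 180 s after compound addition against dopamine controls.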
TrxR1 inh – qHTS Assay for Inhibitors of Mammalian Selenoprotein Thioredoxin Reductase 1 (TrxR1): qHTS | 390,000 compounds, 1% hits | AID 588453, 2011 | recombinant rTrxR1, NADPH fluorescence consumption, selenite substrate | Thioredoxin reductase 1, cytoplasmic (Rattus norvegicus), O89049 | Potency, µM (highest dose often 114 µM), for inactives: at the top dose activity change, negative = inhibition, usual class: inhibitors; further: potency means the concentration at half of the fitted maximal effect; on the % scale 0 is the no-effect control and ±100 the full control effect; nearly all actives have a fitted effect of over 65% in size
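Rat TrxR1 (90 nM in the dispensed reagent) was pre-reduced with 400 uM NADPH for 5 min at room temperature, then incubated with compound for 15 min. After 400 uM selenite was added, NADPH fluorescence (Ex 340/Em 450 nm) was followed for 8 min.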
* marks the source's active call; other numbers are inactive results; ? = inconclusive; . = no result given; & = joins results of further samples; [ ] = dose if it differs, or a comment. Unless noted, the call rests on the fitted dose curve; in most records, active means well fitted inhibition curve with a large enough effect; inconclusive means small, poorly fitted or top-dose-only effect; inactive means no such curve, though single readings can be large or run the other way. Some of the compounds tested (hit frequency here may not be typical).

SMILES	TRHR PAM	USP1 inh	D2 antag	Pin1 inh	TrxR1 substrate	IDH1 R132H inh	TRHR ag	D2 agonist	TrxR1 inh
CCOC(=O)C(=CNc1cc(OC)ccc1-n1cccc1)C(=O)OCC	-5.9	-19.6%	29.9	-5.7%	-17.9%[57.1 µM]	10.5%	0.1	1.5	18.7%[57.1 µM]
COc1ccc(-n2cc(-c3ccccc3)c3c(SC(C)C(C)=O)ncnc32)cc1 (configuration not stated)	-10.7	6.3%	.	4.9%	-5.9%	27.1%	0.6	1.4	11.8%
C#Cc1ccc([C@@H]2C=C(C(=O)N3CCOCC3)O[C@H](OCCCCO)C2)cc1	13.8	-12.6%	7.1	5.8%	-1.8%	-32.7%	-0.4	0.6	-9.8%
CC(C)(C)N(Cc1ccccc1)C(=O)COC(=O)CN1C(=O)NC2(CCCC2)C1=O	-2.3	-11.8%	3.8	-1.8%	-5.4%	2.9%	0.5	0.1	-12.4%
O=C(O)CCCN1C(=O)c2ccc(Oc3cccc([N+](=O)[O-])c3)cc2C1=O	-2.0	-11.4%	.	-8.2%	1.0%	-5.4%	0.0	.	5.5%
O=C(C(=O)N1CCOCC1)c1cn(CCOc2ccccc2)c2ccccc12	-18.9	-22.9%	1.4	-3.5%	-1.6%	9.2%	0.9	1.3	11.0%
COc1ccc(-n2nnc3c(=O)n(CC(=O)Nc4cc(C)on4)cnc32)cc1OC	-3.5	-29.9%	-5.8	34.4%[activator]	5.9%	2.6%	0.2	-0.5	0.9%
O=C(CSc1nnnn1-c1ccccc1)Nc1ccc(N2CCOCC2)cc1	12.1	-9.7%	-1.5	5.2%	0.4%[57.1 µM]	3.3%	0.7	-0.3	9.2%[57.1 µM]
CCc1ccc(Cn2c(CNS(=O)(=O)c3ccc(F)c(Cl)c3)nc3cccnc32)cc1	1.4	-17.1%	.	-1.1%	-3.5%[57.1 µM]	-22.8%	-0.1	0.2	0.4%[57.1 µM]
S=C(NCc1ccccc1)NC1CCSc2ccccc21 (configuration not stated)	-4.0	-8.3%	-11.1	1.8%	-0.7%	-4.9%	-0.6	-1.3	0.0%
Cc1ccc(NC(=O)Cn2cc3c(n2)CCCC3)c(C)c1	2.7	-11.6%	.	-0.1%	-4.1%	-16.4%	-1.3	-0.1	1.0%
C=CCCC(=O)N(C)CCO	1.9	-25.1%	-6.8	-3.9%	7.6%[57.1 µM]	-0.3%	0.1	1.1	-15.3%
CCC(C)n1c(=N)c(C(=O)NC2CCCC2)cc2c(=O)n3ccccc3nc21 (configuration not stated)	-3.5	-12.0%	.	?	.	-0.8%	-0.2	0.0	-4.9%
O=C(Cn1nnc(-c2cccs2)n1)OC1CCCCC1	-4.6	-14.1%	0.5	-8.1%	-9.7%	2.7%	0.5	-1.0	0.0%
O=c1c2c(-c3ccccc3)csc2nc2n1CCC2	-0.1	-22.8%	4.3	9.6%	-11.6%[11.4 µM]	8.4%	0.1	-0.4	12.8%[11.4 µM]
Cc1oc(-c2ccccc2F)nc1CN1CCC(C(=O)NCc2cccs2)CC1	22.4	-16.6%	-6.5	4.7%	4.4%	4.7%	0.3	52.2*	2.5%
Cc1cc(C(=O)OC(C(=O)Nc2ccc(C)c(Cl)c2)c2ccccc2)c(C)o1 (configuration not stated)	-10.4	-3.9%	-10.0	12.8%	-6.1%	0.5%	0.1	1.0	3.3%
Cc1ccc(S(=O)(=O)CCC(=O)NCCN2C(=O)S/C(=C\c3ccccc3)C2=O)cc1	5.3	-21.2%	11.2	6.2%	-7.9%	1.2%	-0.6	-0.1	-12.9%
COc1cccc(OCc2cc(C(=O)N3CCN(C4CCCCC4)C(=O)C3)no2)c1	5.7	-9.8%	-7.5	-0.8%	-4.7%	-9.0%	-1.0	0.5	3.0%
CCOc1ncccc1C(=O)Nc1nc(SC)ns1	-6.0	-3.1%	2.1	7.4%	-6.0%	-8.6%	0.2	0.6	-4.5%
CCCNC(=O)c1onc(CSc2ccc(Cl)cc2)c1C(=O)NC(C)C	3.3	9.9%	13.3	1.4%	-11.0%	10.1%	-0.2	-1.0	3.1%
COc1cccc(CNC(=O)CCCn2c(=O)c3cccn3c3cccnc32)c1OC	-0.9	-6.8%	.	0.1%	8.3%	-0.8%	-0.1	0.3	21.2%
COc1ccc(S(=O)(=O)N2CCOCC2)cc1NC(=O)CN1CCN(C)CC1	14.3	-0.2%	7.4	2.6%	-1.2%[57.1 µM]	0.0%	0.8	-1.0	0.1%[57.1 µM]
COc1cccc(CNn2cnnc2)c1OCc1ccccc1F	0.8	-3.4%	-18.5	-5.1%	17.1%	7.0%	0.7	0.7	29.7%
Cc1ccc(Cn2c(SCCN3CCOCC3)nc3c2c(=O)n(C)c(=O)n3C)cc1	1.1	-1.9%	-1.6	2.6%	4.1%	-0.8%	-0.3	-0.3	20.9%

Some of these compounds in order of formula weight, low to high:
SMILES	TRHR PAM	USP1 inh	D2 antag	Pin1 inh	TrxR1 substrate	IDH1 R132H inh	TRHR ag	D2 agonist	TrxR1 inh
O=C(O)CCCN1C(=O)c2ccc(Oc3cccc([N+](=O)[O-])c3)cc2C1=O	-2.0	-11.4%	.	-8.2%	1.0%	-5.4%	0.0	.	5.5%
O=C(C(=O)N1CCOCC1)c1cn(CCOc2ccccc2)c2ccccc12	-18.9	-22.9%	1.4	-3.5%	-1.6%	9.2%	0.9	1.3	11.0%
Cc1ccc(S(=O)(=O)CCC(=O)NCCN2C(=O)S/C(=C\c3ccccc3)C2=O)cc1	5.3	-21.2%	11.2	6.2%	-7.9%	1.2%	-0.6	-0.1	-12.9%

The listing continues:
SMILES	TRHR PAM	USP1 inh	D2 antag	Pin1 inh	TrxR1 substrate	IDH1 R132H inh	TRHR ag	D2 agonist	TrxR1 inh
Cc1cc(C)c2c(N)c3cccc(C)c3nc2n1	7.0	-17.1%	-6.4	?	66.7%[activator][57.1 µM]	2.3%	7.1	-0.3	5.2%[57.1 µM]
Cc1cc(C)c(OCCN2CC(C)OC(C)C2)c(Br)c1 (configuration not stated)	-17.7	-10.8%	.	-7.8%	3.8%	1.5%	-0.6	.	26.6%
Cc1ccc(NS(=O)(=O)c2ccc3c(c2)NC(=O)C(C)C(=O)N3)c(Cl)c1 (configuration not stated)	-2.0	-23.8%	-3.3	-2.4%	-9.5%[57.1 µM]	11.6%	0.5	-0.4	6.9%[57.1 µM]
CCOc1ccccc1NC(=O)c1ccccc1N(C)S(=O)(=O)c1ccc(C)cc1	.	0.6%	.	7.1%	6.6%[57.1 µM]	3.2%	.	.	17.9%[57.1 µM]
O=C(c1cccc(Cl)c1)N1CCN(CCc2ccncc2)CC1	0.9	-5.4%	.	-5.1%	-0.3%	-13.0%	0.5	.	?
CCN(CC)c1ccc(/C=C2/C(=O)N(c3ccc([N+](=O)[O-])cc3)N=C2N2CCOCC2)cc1	-3.3	.	-2.4	.	.	.	-0.4	1.4	.
CCSc1nnc(NC(=O)C(CC)Oc2ccccc2)s1 (configuration not stated)	15.2	-4.0%	2.6	-4.6%	0.2%[57.1 µM]	0.4%	-0.3	0.4	10.8%[57.1 µM]
Cc1cccc(NC(=O)c2cc(-c3cc(C)cc(C)c3O)n[nH]2)c1	2.1	-5.3%	2.7	-1.6%	-2.0%	-20.0%	0.6	1.6	19.5%
CC(=O)Nc1ccc(S(=O)(=O)N2CCC(C(=O)NCc3ccco3)CC2)cc1	5.4	-16.7%	4.6	-4.2%	-5.0%	0.0%	0.3	0.6	-0.9%
CC(C)c1ccc(NC(=O)CN2C(=O)COc3ccc(S(=O)(=O)N4CCOCC4)cc32)cc1	-11.3&-1.4	-16.6%&-10.7%	-1.0	0.7%&-11.5%	2.4%&0.3%	-1.3%&8.8%	-0.8&0.1	0.1&0.4	12.1%&8.8%
CCS(=O)(=O)N1CCCc2cc(C(=O)Nc3cccc(C(C)=O)c3)ccc21	2.9	-2.2%	.	-3.7%	-11.7%	5.3%	-0.4	-1.8	-2.8%
CC1(Cc2ccc3c(c2)OCO3)NC(=O)NC1=O (configuration not stated)	8.3	-9.2%	11.7	-12.1%	15.4%[57.1 µM]	9.6%	0.0	0.1	-6.7%[57.1 µM]
COc1ccc(NC(=S)Nc2ccccc2)cc1	-3.2&10.3	-22.1%&3.3%	-1.8&11.6	-0.4%&2.2%	2.9%[11.4 µM]	-4.1%&-2.8%	0.1&0.1	0.0&-0.6	-6.6%
CCOC(=O)CSc1nc2c(sc(=S)n2-c2ccccc2)c(=O)[nH]1	-3.1	-16.5%	15.4	3.4%	-18.3%	-2.7%	-1.0	-2.3	-4.5%
CN(Cc1ccccc1)C(=O)c1nc[nH]c1C(=O)N(C)Cc1ccccc1	-0.2	-23.2%	1.6	-0.5%	4.8%	-6.5%	0.2	0.6	3.8%
COc1ccccc1N1CC(C)(C)C(=O)N(C(=O)c2ccc(Cl)cc2)C1=S	2.1	-2.8%	-18.1	1.7%	2.5%[57.1 µM]	4.7%	1.3	2.6	16.4%[57.1 µM]
OC(CN1CCOCC1)Cn1c2ccccc2c2ccccc21 (configuration not stated)	3.8	-4.8%	-22.8	-9.0%	3.8%	5.8%	2.1	2.0	9.9%
C=CCNC(=O)c1c(CSc2ccc(Cl)cc2)noc1C(=O)NCc1ccccc1	.	-24.9%	.	?	5.4%[57.1 µM]	8.5%	.	.	7.3%[57.1 µM]
